MOR-DOR ag: agonists of human mu-delta opioid receptor heterodimerization; 0.3% of 340,000 active; cells, OPRM1-OPRD1 heterodimerization, luminescence; activation, % at 9.3 µM; P35372+P41143; in the data active = activation above about 18%;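 note: 0% = vehicle-treated cells and 100% = reference agonist; values of inactives mirror those of a sister screen read the other way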
Target sequence (P35372 whole entry, looked up): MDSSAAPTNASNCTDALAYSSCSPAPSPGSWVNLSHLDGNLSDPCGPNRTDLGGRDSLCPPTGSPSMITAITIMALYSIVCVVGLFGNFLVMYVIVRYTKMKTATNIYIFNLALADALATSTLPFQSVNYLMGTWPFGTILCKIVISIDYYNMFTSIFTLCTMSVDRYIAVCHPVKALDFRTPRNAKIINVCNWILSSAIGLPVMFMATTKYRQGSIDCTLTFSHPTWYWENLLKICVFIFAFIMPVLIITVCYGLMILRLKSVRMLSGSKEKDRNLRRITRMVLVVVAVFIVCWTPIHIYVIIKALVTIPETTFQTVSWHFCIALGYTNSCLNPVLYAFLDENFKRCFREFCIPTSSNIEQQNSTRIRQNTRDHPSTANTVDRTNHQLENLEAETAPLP
Target sequence (P41143 whole entry, looked up): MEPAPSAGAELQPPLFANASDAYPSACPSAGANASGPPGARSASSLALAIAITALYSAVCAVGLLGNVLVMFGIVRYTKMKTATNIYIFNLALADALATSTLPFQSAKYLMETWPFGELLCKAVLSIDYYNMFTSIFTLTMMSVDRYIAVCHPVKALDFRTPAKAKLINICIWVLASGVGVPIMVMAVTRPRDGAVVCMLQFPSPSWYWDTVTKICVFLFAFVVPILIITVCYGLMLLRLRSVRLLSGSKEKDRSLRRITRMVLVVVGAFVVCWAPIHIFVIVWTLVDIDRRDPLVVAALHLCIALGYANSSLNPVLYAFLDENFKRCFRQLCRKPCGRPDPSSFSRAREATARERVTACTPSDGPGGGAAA
DSG3 Ab inh: inhibitors of pemphigus antibody binding to human desmoglein-3; P32926; DSG3-coupled beads, scFv-anti-DSG3-GFP binding, flow cytometry; hits give low values; binding (percent of control), % at 10 µM; 0.48% of 310,000 active; AID 588358;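 active = binding more than 3 SD below its plate's average and above zero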;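 note: hits lower antibody fragment binding to DSG3; some compounds called inactive have numbers as strong as hits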
RTF Ca sens inh: cardiac RTF calcium desensitization; P19429+P45379; IANBD-labeled cardiac RTF, Ca2+ fluorescence; inhibition, % at 7.15 µM; 0.12% of 340,000 active; AID 493244;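 active = inhibition above the mean inhibition of all tested compounds plus 3 SD, cut at about 17% in these data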;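 note: assay run at fixed EC70 calcium of 1.6 mM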
Arrestin-AP2 inh: human beta-arrestin and AP2 interaction inhibition | FITC-arrestin peptide / GST-AP2 beads, flow cytometry; AP2 beta2 appendage carries R879A mutation | inhibition, % at 10 µM | 0.31% of 340,000 active;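 active = inhibition above a set limit, near 3 SD of compounds lacking own fluorescence, cut at about 54% in these data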;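 note: plate controls were DMSO wells for no effect and 5 µM unlabelled arrestin peptide for full effect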
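System: GST-AP2 R879A bound to glutathione beads, E. coli-expressed. Also added: 50 nM FITC-arrestin peptide. Schedule: compound with beads 12 min RT, then probe 1 h RT. Signal: bead flow cytometry, FITC channel. Read-out basis: percent response.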
Wnt act: Wnt/beta-catenin pathway activation; activation, % at 9.35 µM; Wnt/beta-catenin reporter cell assay, activator, plate reader; 1.2% of 300,000 active; AID 743398; in the data active = activation above about 30%, passing the limit was not always enough;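 note: 0% = neutral control wells and 100% = positive control wells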
LANA DNA inh: inhibitors of KSHV LANA C-terminal domain DNA binding; MBP-C-LANA/FAM-LBS DNA binding, fluorescence polarization; inhibition, % at 9 µM; 0.078% of 340,000 active; AID 504423;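 active = highest replicate inhibition at or above 60% at 9 µM, even if other replicates fall short; inactive = all replicates below 60% inhibition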;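 note: 0% = neutral control wells and 100% = 4 µM acridine orange control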
V-ATPase pHluor: yeast V-ATPase proton transport regulation by pHLuorin | 0.37% of 350,000 active | S. cerevisiae, pHLuorin cytosolic pH fluorescence | response, % at 10 µM; in the data active = response mostly above about 7.3%, no sharp cut-off; inactive = mostly below about 5.4%; note: actives read high; inactives centre near 0; some compounds called inactive have numbers as strong as hits; reference of the scale not given here
RTF Ca sens act: increases calcium sensitivity of human cardiac regulated thin filaments | activation, % at 7.2 µM | IANBD-labeled TnC RTF fluorescence at EC20 calcium; 0% EC20 calcium, 100% full calcium | 0.24% of 340,000 active | P19429+P45379;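 active = activation above the mean over all tested compounds plus 3 SD, cut at about 30% in these data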;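 note: rise in fluorescence read as greater calcium sensitivity of cardiac thin filaments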
MOR-DOR inv ag: inverse agonists of human mu-delta opioid receptor heterodimerization; 0.21% of 340,000 active; inhibition, % at 9.3 µM; P35372+P41143; AID 504357; cell-based MOR-DOR heterodimer luminescence, inverse agonism; in the data active = inhibition above about 22%, passing the limit was not always enough;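 note: 0% = cells with DMSO and 100% = wells without cells with DMSO; values of inactives mirror those of a sister screen read the other way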
Keap1 Nrf2 FP: disrupts human Keap1 binding to Nrf2 peptide. Q14145. Keap1 Kelch-Nrf2 peptide fluorescence polarization, 1536-well. inhibition, % at 9.4 µM. 0.15% of 340,000 active. AID 504523; in the data active = inhibition above about 12%;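 note: human Keap1 Kelch domain with fluorescein labeled Nrf2 9mer peptide probe; 0% = neutral control wells and 100% = peptide positive control; higher means more block of Keap1 binding to Nrf2 peptide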
* = called active by the depositor; x = no result given.

Preview (6 entries):
Assay codes – A = MOR-DOR ag; B = DSG3 Ab inh; C = RTF Ca sens inh; D = Arrestin-AP2 inh; E = Wnt act; F = LANA DNA inh; G = V-ATPase pHluor; H = RTF Ca sens act; I = MOR-DOR inv ag; J = Keap1 Nrf2 FP
Structure: COc1ccc(NC(=S)NNc2ccc(S(=O)(=O)Nc3ccccc3C(=O)O)cc2[N+](=O)[O-])cc1
  A: -5.4; B: 87; C: 3; D: 40; E: 4; F: 4.8; G: 2; H: -2; I: 28; J: 5
Structure: CN(C)C(CNC(=O)c1cc2ccccc2oc1=O)c1ccccc1 (stereo not drawn)
  A: 31*; B: 118; C: -18; D: 19; E: 29; F: -2.2; G: -2; H: -1; I: -255; J: 1
Structure: Cc1ccc(NC(=O)C(OC(=O)c2ccc(C=O)cc2)c2ccccc2)cc1Cl (stereo not drawn)
  A: 2.7; B: 90; C: -16; D: -2; E: x; F: -0.7; G: -2; H: 5; I: -12; J: -3
Structure: C=CCn1cnc2scc(-c3ccccc3)c2c1=O
  A: -1.3; B: 105; C: -6; D: -8; E: x; F: 0.9; G: 1; H: 0; I: 8; J: -4
Structure: Cc1sc2nc(CN3CCCCC3)nc(N3CCN(C(=O)c4ccco4)CC3)c2c1C
  A: -0.3; B: x; C: -6; D: 28; E: -1; F: -1.1; G: -6; H: 4; I: 1; J: -2
Structure: COc1ccc(/C=N/Nc2nnc(C)n2N)cc1OC
  A: 8.2; B: 97; C: -9; D: -10; E: 4; F: 5.2; G: 1; H: 0; I: -39; J: -2

Results, repeating the preview:
Assay codes – A = MOR-DOR ag; B = DSG3 Ab inh; C = RTF Ca sens inh; D = Arrestin-AP2 inh; E = Wnt act; F = LANA DNA inh; G = V-ATPase pHluor; H = RTF Ca sens act; I = MOR-DOR inv ag; J = Keap1 Nrf2 FP
Structure: COc1ccc(NC(=S)NNc2ccc(S(=O)(=O)Nc3ccccc3C(=O)O)cc2[N+](=O)[O-])cc1
  A: -5.4; B: 87; C: 3; D: 40; E: 4; F: 4.8; G: 2; H: -2; I: 28; J: 5
Structure: CN(C)C(CNC(=O)c1cc2ccccc2oc1=O)c1ccccc1 (stereo not drawn)
  A: 31*; B: 118; C: -18; D: 19; E: 29; F: -2.2; G: -2; H: -1; I: -255; J: 1
Structure: Cc1ccc(NC(=O)C(OC(=O)c2ccc(C=O)cc2)c2ccccc2)cc1Cl (stereo not drawn)
  A: 2.7; B: 90; C: -16; D: -2; E: x; F: -0.7; G: -2; H: 5; I: -12; J: -3
Structure: C=CCn1cnc2scc(-c3ccccc3)c2c1=O
  A: -1.3; B: 105; C: -6; D: -8; E: x; F: 0.9; G: 1; H: 0; I: 8; J: -4
Structure: Cc1sc2nc(CN3CCCCC3)nc(N3CCN(C(=O)c4ccco4)CC3)c2c1C
  A: -0.3; B: x; C: -6; D: 28; E: -1; F: -1.1; G: -6; H: 4; I: 1; J: -2
Structure: COc1ccc(/C=N/Nc2nnc(C)n2N)cc1OC
  A: 8.2; B: 97; C: -9; D: -10; E: 4; F: 5.2; G: 1; H: 0; I: -39; J: -2
Structure: CCCc1cc(=O)oc2cc(C)cc(OC(C)C(=O)NCCN3CCOCC3)c12 (stereo not drawn)
  A: -1.0; B: 105; C: 1; D: 8; E: -2; F: -0.8; G: 2; H: -3; I: 5; J: -6
Structure: Cc1ccccc1NC1=NC(=S)N(c2ccccc2)C12CCCCC2
  A: 8.6; B: 106; C: -1; D: 12; E: -2; F: 0.5; G: -1; H: 6; I: -44; J: 2
Structure: Cc1ccc(N2C(=O)C(Cl)=C(N3CCOCC3)C2=O)cc1Cl
  A: -0.3; B: 99; C: -1; D: 20; E: x; F: 0.5; G: -1; H: -7; I: 2; J: -6
Structure: CNCCCOc1ccc(C)cc1Br
  A: 1.0; B: 96; C: 12; D: 1; E: x; F: -1.1; G: 5; H: -1; I: -5; J: -4
Structure: O=C(CCn1c(=O)oc2ccccc21)Nc1ccccc1
  A: -1.2; B: x; C: 4; D: 34; E: 0; F: -0.6; G: -2; H: 1; I: 6; J: 3
Structure: CC(C)NC(=O)CN1C(=O)CSc2ccc(S(=O)(=O)N3CCCC3)cc21
  A: -1.5; B: x; C: -6; D: 20; E: 1; F: -1.1; G: -1; H: -1; I: 8; J: 6
Structure: N#C/C(=C\c1cccs1)c1nc2ccccc2[nH]1
  A: 1.2; B: 104; C: -2; D: 36; E: x; F: 1.3; G: 0; H: 1; I: -6; J: 1
Structure: COc1ccc(CCNc2ccc(C)cc2)cc1
  A: 2.1; B: 88; C: -11; D: -3; E: x; F: -1.5; G: 2; H: -2; I: -12; J: 0
Structure: CCOc1ccc(-n2c(=O)[nH]c3sc4c(c3c2=O)CCCC4)cc1
  A: -0.4; B: 98; C: -5; D: 0; E: -2; F: 0.4; G: 5; H: 0; I: 2; J: 1
Structure: Cc1ccc(C(=O)CCNc2ccc(Cl)cc2)o1
  A: -2.6; B: 107; C: -2; D: 6; E: x; F: 0.5; G: 1; H: -1; I: 15; J: 0
Structure: CN(C)c1ccc(NC(=O)C2C3C=CC(C3)C2C(=O)O)cc1 (stereo not drawn)
  A: 5.7; B: 105; C: 11; D: 4; E: 16; F: 0.2; G: 3; H: -3; I: -27; J: -5
Structure: CCOC(=O)c1cnc(-n2nc(C)cc2C)nc1Nc1ccc(C)cc1
  A: 1.4; B: 98; C: -5; D: 11; E: x; F: 0.2; G: 7; H: -2; I: -6; J: -2
Structure: CC1CCCCC12NC(=O)N(CC(=O)N1CCN(Cc3ccc(C#N)cc3)CC1)C2=O (stereo not drawn)
  A: -1.8; B: 103; C: -5; D: 4; E: 3; F: -0.4; G: 2; H: 4; I: 8; J: -5
Structure: CCOC(=O)c1cnn(-c2ccccc2)c1NC(=O)c1ccccc1
  A: -0.3; B: 99; C: -5; D: 0; E: -3; F: 1.0; G: 0; H: 2; I: 2; J: -3
Structure: COCCn1c(SCC(=O)NC(=O)NC2CCCC2)nc2ccccc2c1=O
  A: -4.0; B: 98; C: -6; D: -3; E: -2; F: 0.3; G: -1; H: -3; I: 16; J: -6
Structure: CCOc1ccc(S(=O)(=O)N2CCCCC2)cc1NC(=O)CN1C(=O)NC(C)(c2ccccc2)C1=O (stereo not drawn)
  A: -3.4; B: 115; C: 9; D: 7; E: -2; F: 0.0; G: -1; H: -8; I: 18; J: 0
Structure: CCOc1cccc(CN2CCCC(N3CCc4cc(OC)c(OC)cc4C3)C2)c1O (stereo not drawn)
  A: 0.4; B: 140; C: -2; D: 11; E: 0; F: -0.6; G: 4; H: 0; I: -2; J: 1
Structure: CCOC(=O)c1ccc(NC(=O)NCCc2ccccc2OC)cc1
  A: -0.9; B: 101; C: -2; D: 8; E: -1; F: -0.8; G: -2; H: 4; I: 5; J: -2
Structure: CCOc1cc(NC(=O)C2CC2)c(OCC)cc1NC(=O)c1cccc(F)c1
  A: -1.5; B: 93; C: -1; D: -3; E: -2; F: 0.9; G: -6; H: -1; I: 9; J: -3
Structure: CC(C)(C)OC(=O)C[C@H]1C/C=C\C[C@@H](CC(=O)N[C@H](CO)Cc2ccccc2)C(=O)NCCOC1=O
  A: -4.6; B: 102; C: 5; D: -12; E: 1; F: -0.4; G: -3; H: 2; I: 21; J: -6
Structure: COc1ccc(CCNC(=O)CCCOc2cccc(C)c2C)cc1OC
  A: -1.9; B: 99; C: -1; D: 2; E: -2; F: 0.3; G: 1; H: -1; I: 10; J: -4
Structure: CN(C(=O)CCc1nc2ccccc2s1)c1ccccc1
  A: -1.5; B: 100; C: -7; D: -5; E: 6; F: 0.9; G: 1; H: -2; I: 9; J: -1
Structure: COc1nc(-c2ccccc2)ccc1-c1noc(-c2ccccc2F)n1
  A: -2.7; B: x; C: 3; D: -3; E: -3; F: 4.0; G: 1; H: -6; I: 15; J: -2
Structure: O=C(NCCCn1ccnc1)c1cc(-c2cccc(O)c2)on1
  A: -0.5; B: 102; C: 3; D: 15; E: 30; F: 0.0; G: -1; H: -3; I: 2; J: -2
Structure: Cc1ccccc1OCc1n[nH]c(=S)n1-c1ccccc1
  A: 1.4; B: x; C: -20; D: 12; E: -2; F: -1.4; G: 3; H: 9; I: -7; J: -1
Structure: COc1ccc(NC(=O)c2cccc(S(=O)(=O)NCc3ccccc3)c2)cc1S(N)(=O)=O
  A: -3.8; B: 110; C: -5; D: 5; E: 1; F: -2.8; G: 2; H: -5; I: 14; J: 2
Structure: COc1ccc(C)cc1S(=O)(=O)NC1CCCCCC1
  A: -3.4; B: 101; C: -2; D: 13; E: -3; F: 0.6; G: 6; H: -1; I: 18; J: -5
Structure: CCN(CC)S(=O)(=O)c1ccc(C(=O)Nc2cc(S(=O)(=O)N3CCOCC3)ccc2N2CCN(C)CC2)cc1
  A: -3.4; B: 94; C: -5; D: 5; E: -2; F: -0.1; G: -3; H: -4; I: 18; J: -1
Structure: CCCNC(=O)c1[nH]c(C)c(C(C)=O)c1C
  A: -0.5; B: 92; C: -2; D: -2; E: -3; F: -0.9; G: -1; H: 3; I: 3; J: -3
Structure: CC(C)C(NCC(=O)Nc1ccccc1C(=O)NC1CC1)c1ccccc1 (stereo not drawn)
  A: -0.5; B: 103; C: -6; D: -5; E: -5; F: -0.7; G: 3; H: -3; I: 2; J: 2
Structure: Cc1ccc(-c2nc3ccccc3nc2NN)cc1
  A: -0.6; B: 105; C: -5; D: -6; E: 44*; F: -1.4; G: -1; H: 5; I: 3; J: -2
Structure: C/C(=N\N1CCN(C)CC1)c1ccc(Cl)c(Cl)c1
  A: -0.6; B: 104; C: -4; D: 10; E: -1; F: -0.2; G: -2; H: -2; I: 3; J: -3
Structure: S=C1NC2(CCCCC2)N=C1c1ccccc1
  A: -0.7; B: 101; C: -4; D: 9; E: -6; F: 0.0; G: 0; H: -2; I: 4; J: -2
Structure: COc1ccc(C)cc1NC(=O)c1ccccc1NS(=O)(=O)c1ccc(Cl)s1
  A: -0.6; B: 98; C: -15; D: -7; E: -1; F: -0.2; G: -1; H: -1; I: 3; J: 1
Structure: CCCc1cc(=O)oc2cc(OCc3nn[nH]n3)ccc12
  A: -1.6; B: 101; C: -10; D: -6; E: x; F: -1.1; G: -1; H: 5; I: 8; J: -3
Structure: CSc1ccccc1NC(=O)CN1CCN(S(=O)(=O)c2ccccc2[N+](=O)[O-])CC1
  A: -2.7; B: 92; C: -5; D: -10; E: -1; F: -0.9; G: -1; H: 0; I: 11; J: 0
Structure: COc1cc(C)ccc1S(=O)(=O)N1CCN(C23CC4CC(CC(C4)C2)C3)CC1
  A: 3.2; B: 96; C: -4; D: 1; E: -4; F: -0.9; G: -1; H: -7; I: -17; J: 0

Screening data as filed in PubChem.
